MmCpn inh = M. maripaludis TRiC chaperonin inhibition | purified Mm-Cpn ATPase, ADP Transcreener TR-FRET | Potency, µM (series often up to 76.9 µM), for the others: at the top dose activity, negative = inhibition, most hits filed as inhibitors | 0.031% of 330,000 active; active = well fitted inhibition curve with a large enough effect; also: nearly all actives have a fitted effect of over 80% in size
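Eu-cryptate anti-ADP/ADP-d2 competition gives a ratio inversely related to ADP. Enzyme at 25 nM was pre-exposed to compound for 10 min, then given 10 uM ATP for 30 min, 37°C throughout.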
An asterisk follows results filed as active; [ ] = remark or other dose. % is scaled to controls: 0 for no effect and ±100 for the full control effect; potency is read from the fitted curve at half-maximal effect. An excerpt; the hit share may differ from the screen's.

Screening O=C(N/N=C/c1ccccc1O)c1cc(=O)[nH]c2ccccc12 returned MmCpn inh 4%.
For NC(=O)[C@@H]1CCNc2c(I)cc([N+](=O)[O-])cc2C(=O)N[C@@H](CO)C(=O)N[C@@H](Cc2ccc(O)cc2)C(=O)N1 the results were MmCpn inh -4%.
`Cc1c(NC(=O)c2c(N)n(-c3ccccc3)c3nc4ccccc4nc23)c(=O)n(-c2ccccc2)n1C` gave MmCpn inh 0%.
`O=C1CC(c2ccccc2Br)c2cc3c(cc2N1)CCC3` (stereo unspecified) gave MmCpn inh -2%.
O=C(CSc1nnc(-c2ccc(Cl)s2)o1)N1CCOCC1 was read as MmCpn inh -1%.
CC1(C2(O)CC(c3ccccc3)ON2)CCCCC1 (stereo unspecified) was read as MmCpn inh 4%.
`O=C(CCNC(=O)c1ccccc1)N=Nc1c(O)[nH]c2ccccc12` gave MmCpn inh 2%.
For Cc1ccc2c(c1)nnn2C1CCN(C(=O)NC23CC4CC(CC(C4)C2)C3)CC1 the results were MmCpn inh 0%.
For CCc1ccc(-c2cc(-c3n[nH]c(=S)n3CC)c3ccccc3n2)cc1 the results were MmCpn inh -10%.
Screening CCOc1ccccc1NC(=O)c1ccc([N+](=O)[O-])cc1 returned MmCpn inh -6%.
Screening Cc1ccc(/C([O-])=C(/C(=S)NCc2ccco2)[n+]2ccccc2)cc1 returned MmCpn inh 1%.
For CC1CCN(C(=O)c2cc(N3C(=O)C4C5CCC(C5)C4C3=O)ccc2Cl)CC1 (stereo unspecified) the results were MmCpn inh 3%.
`CC(C)[C@@H]1NC(=O)c2cc([N+](=O)[O-])cc(F)c2NCCC[C@@H](C(N)=O)NC(=O)[C@H](CO)NC1=O` gave MmCpn inh 0%.
For CCC(NC(=S)NC1CCCCC1)c1ccc(C(C)C)cc1 (stereo unspecified) the results were MmCpn inh -12%.
Screening CN1CCN(S(=O)(=O)c2ccc(N(C)CC(=O)Nc3ccc(F)cc3)nc2)CC1 returned MmCpn inh 2%.
CCOC(=O)c1cc2c(ccn2C)n1CC(=O)N1CCN(c2ccccc2OC)CC1 was read as MmCpn inh 1%.
Screening Cc1cc(S(=O)(=O)Nc2ccc(C(=O)NCC3CCCO3)cc2)ccc1F (stereo unspecified) returned MmCpn inh 1%.
`COc1ccccc1Oc1c(C)oc2c(CN3CCN(C)CC3)c(O)ccc2c1=O` gave MmCpn inh -5%.
`C#CCOCCOCCOCCNc1nc(N2CCN(C(=O)CCCCCCCCCCNC(=O)[C@H](CO)n3cc(CCCSC)nn3)CC2)nc(N2CCN(C(=O)CCCCCCCCCCNC(=O)[C@H](CCCCN)n3cc(C[C@@H](C)CC)nn3)CC2)n1` gave MmCpn inh 1%.
For CCOC(=O)C1=C(N)n2c(s/c(=C/c3ccccc3)c2=O)=C(C(=O)OCC)C1c1ccccc1 (stereo unspecified) the results were MmCpn inh 3%.
Cc1ccc(Nc2nc(C3CC3)cs2)cc1 was read as MmCpn inh 0%.
For COc1ccccc1C(C)NS(=O)(=O)c1cccs1 (stereo unspecified) the results were MmCpn inh 1%.
`Cc1ccc2nsnc2c1NC(=O)c1cccc([N+](=O)[O-])c1` gave MmCpn inh 1%.
For CCn1cc(C(=O)NCc2ccc(OC)cc2OC)c(=O)c2ccc(C)nc21 the results were MmCpn inh 0%.
O=c1c2ccccc2nc(SCc2cc(=O)n3ccsc3n2)n1CCCO was read as MmCpn inh 1%.
For CCOc1ccc(C2C(C(=O)C3CC3)N3C=C(C#N)C=CC3C2(C#N)C#N)cc1 (stereo unspecified) the results were MmCpn inh -5%.
Screening NS(=O)(=O)c1ccc(-c2ccc(/C=C3\C(=O)Nc4ccccc43)o2)cc1 returned MmCpn inh -2%.
CCCCc1cc2c(c(NC(C)=O)n1)c(=O)oc1ccccc12 was read as MmCpn inh 0%.
O=C(NCc1cccs1)C1CCCN1C(=O)Nc1ccc(Cl)cc1 (stereo unspecified) was read as MmCpn inh 1%.
Cc1cc2ccccc2n2c(SCC(=O)N3CCN(C(=O)c4ccco4)CC3)nnc12 was read as MmCpn inh 0%.
For COc1ccc(Cl)cc1Nc1nc(N2CCCC2)nc(N2CCCC2)n1 the results were MmCpn inh 0%.
O=c1[nH]c(/C=C/c2ccc(Br)cc2)nc2c1cnn2-c1ccccc1 was read as MmCpn inh -16%.
Screening COc1ccc(Cn2c(SCc3ccccc3C)nc3cc(OC)c(OC)cc3c2=N)cc1 returned MmCpn inh 0%.
Screening O=P(O)(CCCCP(=O)(O)CCc1ccccc1)CCc1ccccc1 returned MmCpn inh 0%.
For O=C(c1noc2c1CCc1ccccc1-2)N1CCc2ccccc2C1 the results were MmCpn inh -1%.
Screening CCOC(=O)c1cc2c(=O)n3cccc(C)c3nc2n(C)c1=N returned MmCpn inh 1%.
For Cc1ccsc1/C=C1/SC(N2CCOCC2)=NC1=O the results were MmCpn inh 1%.
For O=[N+]([O-])C(=c1ccc2c(c1)N1C3=C(CCCC3)CC3CCCCC31N=2)[N+](=O)[O-] (stereo unspecified) the results were MmCpn inh 0%.
Screening Cc1nn(C)c(C(=O)Nc2cccc(Nc3ccccc3)c2)c1[N+](=O)[O-] returned MmCpn inh -2%.
For O=C1CC(c2ccc(Cl)cc2)CC(O)=C1C=NCCN1CCNCC1 (stereo unspecified) the results were MmCpn inh 2%.
`CCOC(=O)c1c(NC(=O)N/N=C/c2ccc(O)c(OC)c2)sc(C(C)=O)c1C` gave MmCpn inh 3%.
Screening CCc1nccn1C(=O)c1cnn2c(C(F)F)cc(-c3ccccc3)nc12 returned MmCpn inh -1%.
`Cc1ccc(C[C@@H](NS(=O)(=O)c2ccc(C(=O)O)cc2)C(=O)O)cc1` gave MmCpn inh -1%.
CCN(c1ccccc1)S(=O)(=O)c1ccc(C(=O)N(CCN(C)C)c2nc3c(F)cc(F)cc3s2)cc1 was read as MmCpn inh -1%.
Screening CC/C(O)=C1\C(=O)CCCC1=NCCc1nc2ccccc2[nH]1 returned MmCpn inh -2%.
Screening CCNc1nc(Oc2ccc(C(=O)OCC)cc2)nc(N2CCOCC2)n1 returned MmCpn inh 2%.
Screening COc1ccc(S(=O)(=O)n2nc(C)c(S(=O)(=O)N3CCOCC3)c2C)cc1OC returned MmCpn inh -4%.
`COc1ccc(-c2csc(NC(=O)/C(N=Nc3ccccc3)=C(\C)O)n2)cc1` gave MmCpn inh -4%.

Quoted from the listing for reference:
For O=C(c1noc2c1CCc1ccccc1-2)N1CCc2ccccc2C1 the results were MmCpn inh -1%.
Screening CCOC(=O)c1cc2c(=O)n3cccc(C)c3nc2n(C)c1=N returned MmCpn inh 1%.
For Cc1ccsc1/C=C1/SC(N2CCOCC2)=NC1=O the results were MmCpn inh 1%.
For O=[N+]([O-])C(=c1ccc2c(c1)N1C3=C(CCCC3)CC3CCCCC31N=2)[N+](=O)[O-] (stereo unspecified) the results were MmCpn inh 0%.
Screening Cc1nn(C)c(C(=O)Nc2cccc(Nc3ccccc3)c2)c1[N+](=O)[O-] returned MmCpn inh -2%.
For O=C1CC(c2ccc(Cl)cc2)CC(O)=C1C=NCCN1CCNCC1 (stereo unspecified) the results were MmCpn inh 2%.
`CCOC(=O)c1c(NC(=O)N/N=C/c2ccc(O)c(OC)c2)sc(C(C)=O)c1C` gave MmCpn inh 3%.
Screening CCc1nccn1C(=O)c1cnn2c(C(F)F)cc(-c3ccccc3)nc12 returned MmCpn inh -1%.
`Cc1ccc(C[C@@H](NS(=O)(=O)c2ccc(C(=O)O)cc2)C(=O)O)cc1` gave MmCpn inh -1%.
CCN(c1ccccc1)S(=O)(=O)c1ccc(C(=O)N(CCN(C)C)c2nc3c(F)cc(F)cc3s2)cc1 was read as MmCpn inh -1%.
Screening CC/C(O)=C1\C(=O)CCCC1=NCCc1nc2ccccc2[nH]1 returned MmCpn inh -2%.

(next part)
Cc1cc(C(=O)O)ccc1-c1ccc(/C=C2\SC(=O)N(CC(=O)Nc3ccc4c(c3)OCO4)C2=O)o1 was read as MmCpn inh -3%.
For CCc1cccc(CC)c1NC(=O)CN1CCc2cc(OC)c(OC)cc2C1 the results were MmCpn inh 0%.
For CC(=O)Nc1nc2c(c3c1c(=O)oc1ccccc13)CCCC2 the results were MmCpn inh -1%.
Screening COc1ccc(NS(=O)(=O)c2ccc(NN=Cc3ccc(C(=O)O)cc3)c([N+](=O)[O-])c2)cc1 returned MmCpn inh 0%.
Screening Cc1ccc(/C=C2\SC(=S)N(CC(=O)Nc3ncc(Cc4ccccc4Cl)s3)C2=O)cc1 returned MmCpn inh 1%.
Cc1ccc(Nc2nc(N3CCN(C)CC3)nc(N)c2[N+](=O)[O-])cc1C was read as MmCpn inh 1%.
Screening CCc1nc(SCC(=O)N2CCN(c3ccccc3)CC2)c2c(=O)n(C)c(=O)n(C)c2n1 returned MmCpn inh -5%.
For CC12OC1C1(O)CCCC1=CC2=O (stereo unspecified) the results were MmCpn inh 1%.
COC(=O)[C@@]1(Cc2ccccc2)[C@H]2c3cc(C(=O)N4CCCC4)n(CCSCCO)c3C[C@H]2CN1C(=O)c1ccccc1 was read as MmCpn inh -2%.
Screening Cc1ccc(NC(=O)c2cc3c(=O)oc4ccc(C)cc4c3s2)nc1 returned MmCpn inh -9%.
Screening COc1cccc(C2=CC(c3ccccc3)n3ncnc3N2)c1 (stereo unspecified) returned MmCpn inh -7%.
Cc1cc2c(c(=O)o1)C1O[C@](c3ccsc3)(Cc3cc(C#N)ccc31)O2 was read as MmCpn inh 0%[15.4 µM].
c1ccc2c(NCCCN3CCOCC3)c3ccccc3nc2c1 was read as MmCpn inh -1%.
`Cc1nc(NC(=O)c2ccccc2)sc1-c1csc(Nc2ccc(F)cc2)n1` gave MmCpn inh -24%.
For COC/C=C/C1=CC2=CC(=O)C(C)(OC(=O)c3cnc4ccccc4n3)C(=O)C2=CN1c1ccc(CO)cc1 (stereo unspecified) the results were MmCpn inh -1%.
`Cc1cc(C)c2sc(N(CCCN(C)C)C(=O)c3ccc(S(=O)(=O)N4CCc5ccccc5C4)cc3)nc2c1` gave MmCpn inh 1%.
Screening CCOC(=O)c1cnc(-n2nc(C)cc2C)nc1Nc1ccc2c(c1)OCO2 returned MmCpn inh 0%.
C/C=C/C(=O)Nc1cccc(C2=NOC3(C2)C[C@H](C(N)=O)N(C(=O)c2ccccc2C(=O)c2ccccc2)C3)c1 (stereo partly specified) was read as MmCpn inh 1%.
For CCCOc1ccc(/C=N/NC(=O)c2c(-c3ccccc3)noc2C)cc1OC the results were MmCpn inh -3%.
`CC(=O)SCC(Cc1ccccc1)C(=O)NCC(=O)OCc1ccccc1` (stereo unspecified) gave MmCpn inh 3%.
Screening NC(=S)NNC(=O)c1cccc(Br)c1 returned MmCpn inh -2%.
CN1C=CC(=C2C(=O)c3ccccc3C2=O)C=C1 was read as MmCpn inh 0%.
Screening COCCn1c(SCC(=O)Nc2ccc(OC)cc2)nc2c(oc3ccccc32)c1=O returned MmCpn inh -23%.
For CC[C@H]1OC(=O)C[C@@H](O)[C@H](C)[C@@H](O[C@@H]2O[C@H](C)C[C@H](N(C)C)[C@H]2O)[C@@H](CC=O)C[C@@H](C)C(=O)C=C[C@]2(C)O[C@H]2[C@@H]1C the results were MmCpn inh -5%.
Screening Cc1ccc(N2C(=O)N(CC(=O)C(C)(C)C)c3ccccc3S2(=O)=O)cc1 returned MmCpn inh -3%.
CC(C)CNC(=O)c1ccc(Cl)c(NC(=O)COc2ccccc2)c1 was read as MmCpn inh 1%.
Screening O=[N+]([O-])/C=C/c1c(OCc2ccccc2)ccc2ccccc12 returned MmCpn inh -2%.
CCOC(=O)Cc1csc(NC(=O)c2c(O)c3ccccc3n(C)c2=O)n1 was read as MmCpn inh 0%.
For Cc1ccc(-n2c3c(cc(C(=O)Nc4cccc(C)n4)c2=O)C(=O)CCC3)cc1 the results were MmCpn inh 0%.
For N#CC(=C1N=c2ccccc2=N1)c1c(O)[nH]c2ccccc12 the results were MmCpn inh 2%.
For CCOC(=O)c1[nH]c2cc(OC)c(OC)cc2c1NC(=O)CN1CCN(c2ccc(OC)cc2)C(C)C1 (stereo unspecified) the results were MmCpn inh -1%.
For N#Cc1c(-c2ccco2)nc(SCC(=O)Nc2ccc(S(N)(=O)=O)cc2)[nH]c1=O the results were MmCpn inh -4%.
Screening Cn1c(=O)c2c(nc(NCCCN3CCOCC3)n2Cc2ccc(Cl)cc2Cl)n(C)c1=O returned MmCpn inh 1%.
`O=c1cc(-c2c(F)c(F)c(F)c(F)c2F)oc2c(F)c(F)c(F)c(F)c12` gave MmCpn inh 0%.
`CC1(C)Cc2ccccc2C(=NCCCCCC(=O)O)N1` gave MmCpn inh -1%.
COC(=O)c1[nH]c2cccc(OC)c2c1NC(=O)CCN1CCC(C(N)=O)CC1 was read as MmCpn inh 1%.
For CC(=O)c1ccc(COC(=O)c2ccccc2NC(=O)C(C)C)cc1 the results were MmCpn inh 1%.
Screening N#CC1=C(N)SC(N)=C(C#N)C1CCC1CCCCC1 returned MmCpn inh -17%.
`CCN(C(=O)COC(=O)c1cc(-c2ccc3cc(OC)ccc3c2)nc2ccccc12)C1CCS(=O)(=O)C1` (stereo unspecified) gave MmCpn inh 0%.
`Cc1cccc(OCC(=O)Nc2ccc(C(=O)NCc3cccnc3)cc2)c1` gave MmCpn inh 2%.
COc1cccc(C2=CC(c3ccc(C)cc3)n3ncnc3N2)c1 (stereo unspecified) was read as MmCpn inh -3%.
Screening Cc1ccc(/C(O)=C2/C(=O)C(=O)N(CCCn3ccnc3)C2c2ccccn2)cc1 (stereo unspecified) returned MmCpn inh 2%.
O=C(COc1cccc2cccnc12)NNC(=S)Nc1ccccc1 was read as MmCpn inh 3%.
`Cc1ccc(N2CCN(CC(=O)Nc3c(C(=O)C4CC4)oc4ccccc34)CC2)cc1` gave MmCpn inh -7%.
Cc1ccc(C)c(CSc2nc(-c3ccco3)nc3c2c(=O)n(C)c(=O)n3C)c1 was read as MmCpn inh 3%.
